# Bioassay records: PubChem, Sanford-Burnham Center for Chemical Genomics
# CYP2C9 act = increases human cytochrome P450 2C9 activity; recombinant CYP2C9, luciferin-H conversion, luminescence; hits give high values; factor 1 = untreated enzyme, 0 = blocked; activation factor at 5 µM; 96,000 compounds, 1.4% hits;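 active means activation factor of 2 or more for CYP2C9 at a 5 µM dose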;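 further: 0 = sulfaphenazole-blocked wells and 1 = vehicle-only wells; values of inactives mirror those of a sister screen read the other way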
# CYP2C19 inhib = human CYP2C19 inhibition | CYP2C19 Supersomes, luciferin-H EGE luminescence, 30 min | P33261 | 96,000 compounds, 21% hits | inhibition, % at 5 µM;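 active means CYP2C19 inhibition above a set limit at 5 µM in the primary screen, cut at about 50% in these data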;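 further: plate controls were negative control wells for no effect and 2.5 mM tranylcypromine positive control for full effect; values of inactives mirror those of a sister screen read the other way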
# Target sequence (P33261 whole entry, looked up): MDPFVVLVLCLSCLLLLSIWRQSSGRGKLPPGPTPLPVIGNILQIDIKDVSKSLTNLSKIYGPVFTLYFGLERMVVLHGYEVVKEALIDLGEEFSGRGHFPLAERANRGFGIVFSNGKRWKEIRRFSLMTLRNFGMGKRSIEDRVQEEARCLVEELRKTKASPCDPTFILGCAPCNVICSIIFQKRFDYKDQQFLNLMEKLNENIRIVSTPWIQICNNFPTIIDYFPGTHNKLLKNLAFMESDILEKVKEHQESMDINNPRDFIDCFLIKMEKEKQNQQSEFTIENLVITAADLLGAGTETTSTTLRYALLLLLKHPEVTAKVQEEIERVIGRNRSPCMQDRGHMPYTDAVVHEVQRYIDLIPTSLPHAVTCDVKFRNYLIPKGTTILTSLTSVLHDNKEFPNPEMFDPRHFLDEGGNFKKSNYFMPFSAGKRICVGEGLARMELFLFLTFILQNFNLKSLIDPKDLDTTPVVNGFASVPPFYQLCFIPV
# MT1-MMP txn act = activates MT1-MMP transcription; HT1080 MT1-MMP promoter luciferase reporter, luminescence, overnight; hits give high values; activation factor at 10 µM; 86,000 compounds, 0.16% hits; AID 750;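 active means activation factor of at least 2 for MT1-MMP transcription at 10 µM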
# CD11b adhes enh = CD11b/CD18-fibrinogen binding enhancement. activation, % at 10 µM. AID 1499. 93,000 compounds, 0.07% hits. K562 CD11b/CD18 adhesion to fibrinogen, ATPlite luminescence;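 active means 10 µM primary screen giving 50% or more activity, confirmed by 40% or more on retest at that dose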; further: strong numbers were not always called active; reference of the scale not given here
# PLAP activator = activators of human placental alkaline phosphatase; activation fold at 20 µM; purified PLAP enzyme, luminescent substrate read-out; hits give high values; 96,000 compounds, 1.2% hits; in the data active means activation fold above about 2
# Target sequence (P05187 whole entry, looked up): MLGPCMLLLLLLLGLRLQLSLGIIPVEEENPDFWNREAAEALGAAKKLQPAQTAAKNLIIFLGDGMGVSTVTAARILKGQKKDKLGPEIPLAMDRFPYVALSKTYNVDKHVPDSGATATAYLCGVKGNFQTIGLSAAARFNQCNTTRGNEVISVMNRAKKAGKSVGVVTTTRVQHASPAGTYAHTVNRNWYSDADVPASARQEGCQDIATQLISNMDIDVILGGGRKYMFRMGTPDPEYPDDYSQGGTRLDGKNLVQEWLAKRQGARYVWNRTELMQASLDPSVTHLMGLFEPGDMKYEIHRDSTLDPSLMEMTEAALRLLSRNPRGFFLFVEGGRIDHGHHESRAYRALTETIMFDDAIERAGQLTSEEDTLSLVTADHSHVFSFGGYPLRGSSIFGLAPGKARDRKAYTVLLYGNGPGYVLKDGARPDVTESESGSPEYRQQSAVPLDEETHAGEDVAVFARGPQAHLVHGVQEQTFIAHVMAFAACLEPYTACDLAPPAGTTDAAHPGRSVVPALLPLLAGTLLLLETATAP
# CD11b adhes inh = inhibitors of human CD11b/CD18 binding to fibrinogen | K562 CD11b/CD18 adhesion to fibrinogen, ATPlite luminescence; Mn2+ added to activate the integrin | P05107+P11215 | inhibition, % at 10 µM | 93,000 compounds, 0.54% hits;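 active means primary inhibition of 50% or more at 10 µM, then 40% or more on retest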; further: some results filed as inactive read as strong as hits
# CYP2C9 inh = blocks human cytochrome P450 2C9; P11712; CYP2C9 Supersomes, luciferin-H conversion, luminescence; inhibition, % at 5 µM; 96,000 compounds, 20% hits;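 active means blocking of liver enzyme CYP2C9 beyond about 50% at 5 µM, limit read from the data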; further: values of inactives mirror those of a sister screen read the other way
# Pyk2 oligo antag = antagonists of human Pyk2 oligomerization. Q14289. Q293 cells, Pyk2 FERM NanoBiT luminescence; hits give low values. z-score (the deposit names both 25 µM and 10 µM). 99,000 compounds, 0.83% hits;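 active means Z-score of -3 or lower, scaled per plate to the spread of control and sample wells; inactive means z-score above -3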;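 further: negative z-score means lost luminescence so less FERM oligomerization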
# CYP2C19 act = increases human CYP2C19 enzyme activity | P33261 | recombinant CYP2C19, luciferin-H EGE luminescence; hits give high values; 0 = fully inhibited enzyme, 1 = untreated enzyme | 96,000 tested, under 10 active | activation factor at 5 µM;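 active means activation factor of at least 2 at 5 µM in the primary screen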;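 further: 0 = wells with 2.5 mM tranylcypromine and 1 = vehicle-only wells; values of inactives mirror those of a sister screen read the other way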
# An asterisk follows results filed as active; . = no result given.
1	CCCCN=Cc1sc2ccc(OCC)cc2c1O
2	CCOc1ccc(C(=O)N2CCC(C(=O)c3ccc4c(c3)OCCO4)CC2)cc1
3	CCN(CCCNC(=O)Cn1cc2c(n1)CCCC2)c1cccc(C)c1
4	CN(C)c1ccc(C=C2C(=O)OC(C)(C(C)(C)C)OC2=O)cc1 (centres undefined)
5	COc1ccc(-n2nnc3c(=O)n(Cc4ccccc4C)cnc32)cc1
6	Cc1ccc2c(c1)N(CCC(=O)NC(C)C)C(=O)CO2
entry no.,1,2,3,4,5,6
CYP2C9 act,1.1,0.4,0.6,1,0.7,1.2
CYP2C19 inhib,94*,85*,43,-1,9,15
MT1-MMP txn act,1.7,0.9,.,.,1.1,.
CD11b adhes enh,6,4,3,-2,-2,1
PLAP activator,1.4,1.4,1.4,1,0.9,1
CD11b adhes inh,17,-7,8,-1,-4,0
CYP2C9 inh,-9,55*,38,-1,26,-22
Pyk2 oligo antag,0.63,-2.6,.,-0.62,0.62,0.01
CYP2C19 act,0.1,0.2,0.6,1,0.9,0.9

7	O=C(O)c1cn(-c2ccccc2)c(=O)c2ccccc12
8	c1ccc(C(c2ccccc2)N2CCN(Cc3nnnn3C3CCCC3)CC2)cc1
9	COc1ccc(Cn2nnnc2CN(Cc2cc3cc(C)ccc3[nH]c2=O)C2CCCC2)cc1
10	CCCN1CCC(N2CCN(c3ccccc3OC)CC2)CC1
11	O=C(Oc1c(-c2ccccc2)oc2ccccc2c1=O)c1ccccc1
12	c1ccc2c(N3CCCCCC3)nc(-c3ccncc3)nc2c1
entry no.,7,8,9,10,11,12
CYP2C9 act,1.1,0,0.7,1.2,1,0.2
CYP2C19 inhib,-9,96*,25,-17,-10,76*
MT1-MMP txn act,1.3,1,1.1,1.1,.,1
CD11b adhes enh,-1,-3,3,-4,-2,-2
PLAP activator,0.9,1.6,0.9,1.2,0.8,1.7
CD11b adhes inh,3,-20,-7,-16,10,-2
CYP2C9 inh,-12,98*,25,-21,1,80*
Pyk2 oligo antag,0.08,-1.5,-0.09,.,-2.1,-0.75
CYP2C19 act,1.1,0,0.7,1.2,1.1,0.2

13	C=CCc1cc(/C=N/n2cnnc2)cc(OCC)c1O
14	CCOC(=O)c1cnc(N2CCOCC2)[nH]c1=O
15	COc1ccc2c(-c3cccnc3)cc(=O)[nH]c2c1
16	O=C1c2ccccc2NC(c2cccc(F)c2)N1Cc1ccco1 (centres undefined)
17	CC(C)(C)c1ccccc1N=Cc1ccc2ccccc2n1
18	COC(=O)c1ccc(NC(=O)CSc2ccccn2)cc1
entry no.,13,14,15,16,17,18
CYP2C9 act,0.7,1,0.7,0,0.8,0.5
CYP2C19 inhib,28,-10,0,92*,4,82*
MT1-MMP txn act,1.2,1.1,1.1,1,.,1.2
CD11b adhes enh,-5,1,0,-3,.,0
PLAP activator,0.9,0.9,1,0.9,0.9,0.8
CD11b adhes inh,-11,-16,-16,-35,.,4
CYP2C9 inh,29,0,31,96*,20,54*
Pyk2 oligo antag,1.2,1.8,-0.35,-0.96,0.78,-0.15
CYP2C19 act,0.7,1.1,1,0.1,1,0.2

19	CCSCCOC(=O)C1=C(C)NC(=O)NC1c1cccc(OC)c1OC (centres undefined)
20	Cc1ccc(CN2CCN(C(=O)C3CCCO3)CC2)cc1 (centres undefined)
21	CSc1nc2c(c(=O)[nH]1)CCCC2
22	Nn1c(SCC(=O)Nc2cccc(F)c2)nnc1C1CCCCC1
23	COc1ccccc1CNC(=O)CSCc1cnn(-c2ccccc2)c1-n1cccc1
24	O=C(C1CCN(S(=O)(=O)c2cnc[nH]2)CC1)N1CCN(Cc2ccc3c(c2)OCO3)CC1
entry no.,19,20,21,22,23,24
CYP2C9 act,0.7,1.1,1.3,0.5,0.1,0.9
CYP2C19 inhib,80*,11,-17,54*,97*,12
MT1-MMP txn act,1.1,1.2,1.2,1.1,1,1.2
CD11b adhes enh,-6,-2,-3,1,-1,-4
PLAP activator,1.1,1.3,1.2,1.1,2.7*,1.5
CD11b adhes inh,-2,-26,2,-16,-17,-8
CYP2C9 inh,27,-9,-32,53*,88*,9
Pyk2 oligo antag,0.36,0.49,1.7,0.81,-1.3,1.1
CYP2C19 act,0.2,0.9,1.2,0.5,0,0.9

25	CCS(=O)(=O)n1nc(-c2ccccc2)cc1N
26	CCC(=O)N/C(=N\OCc1ccc(F)cc1)c1nonc1NC(=O)CC
27	COc1cccc(NS(=O)(=O)c2ccc3[nH]cc(C(=O)NCCN4CCOCC4)c(=O)c3c2)c1
28	CCC(C)S(=O)(=O)c1snnc1C (centres undefined)
29	Cc1nn(-c2ccccc2)c(-c2ccccc2)c1C(=O)O
30	CCCCc1ccc(-c2ccc(C)cc2O)nc1
entry no.,25,26,27,28,29,30
CYP2C9 act,0.9,0.9,0.5,1.1,0.7,0.7
CYP2C19 inhib,67*,65*,7,4,-1,22
MT1-MMP txn act,1,.,1.1,1.1,.,0.9
CD11b adhes enh,1,.,-3,-2,.,-3
PLAP activator,0.8,0.9,1.1,0.8,1,0.9
CD11b adhes inh,3,.,-3,-5,.,59
CYP2C9 inh,7,12,46,-12,31,27
Pyk2 oligo antag,.,0.2,-0.26,1.1,-0.43,-0.27
CYP2C19 act,0.3,0.3,0.9,1,1,0.8

31	CC(C)C(=O)Nc1ccc(NC(=O)c2cccnc2)cn1
32	Cc1c(NC(=O)CSc2nnnn2Cc2ccccc2)c(=O)n(-c2ccccc2)n1C
33	CCC(C)n1cnc2c(c1=O)c1nc3ccccc3nc1n2Cc1ccc2c(c1)OCO2 (centres undefined)
34	O=C1CC(c2ccc(Cl)cc2)CC(O)=C1C=NCc1ccc(Cl)c(Cl)c1 (centres undefined)
35	CCOC(=O)c1c(C)c(C(=O)NCCN2CCOCC2)c(C)n1CC
36	CCn1cc(Br)c(C(=O)N2CCN(c3ccccc3)CC2)n1
entry no.,31,32,33,34,35,36
CYP2C9 act,1.2,0.9,0,0.6,1.3,2.1*
CYP2C19 inhib,18,-3,81*,20,-1,85*
MT1-MMP txn act,1,1.1,1,.,1.2,1.1
CD11b adhes enh,.,-8,-3,1,.,2
PLAP activator,1.1,1,1.4,0.9,1.3,1.3
CD11b adhes inh,.,-16,-4,12,.,6
CYP2C9 inh,-23,14,99*,40,-27,-112
Pyk2 oligo antag,-0.04,0.55,.,0.72,0.01,0.03
CYP2C19 act,0.8,1,0.2,0.8,1,0.2

37	CCOCc1nnc(NC(=O)CSc2ccccc2)s1
38	COc1cccc(N2CCN(C(=O)c3[nH]c(C)c(C(C)=O)c3C)CC2)c1
39	Cc1cc(C)c2cc(C(c3nnnn3C3CCCC3)N3CCOCC3)c(=O)[nH]c2c1 (centres undefined)
40	CCOC(=O)c1oc2ccccc2c1NC(=O)COC
41	COc1cc(C2C(C#N)=C(N)N(c3cccnc3)C3=C2C(=O)CCC3)ccc1O (centres undefined)
42	CC(OC(=O)c1cc2sccc2n1C)C(=O)NCc1ccc2c(c1)OCO2 (centres undefined)
entry no.,37,38,39,40,41,42
CYP2C9 act,0.5,0.7,1.1,0.7,0.7,0.2
CYP2C19 inhib,49,23,-7,35,0,32
MT1-MMP txn act,1,0.8,1.2,1.1,.,1.1
CD11b adhes enh,-3,-4,-4,-6,-3,-4
PLAP activator,0.9,0.9,1.6,1.4,0.8,1.1
CD11b adhes inh,-27,9,7,1,-20,8
CYP2C9 inh,51*,34,-14,31,26,82*
Pyk2 oligo antag,0.74,0.92,1.7,0.74,-0.83,-1.1
CYP2C19 act,0.5,0.8,1.1,0.7,1,0.7

43	CNC(=S)N1N=C(c2ccc(C)cc2)CC1c1ccc(OC)cc1 (centres undefined)
44	c1ccc(-c2nnc3sc(-c4csc5c4CCCC5)nn23)cc1
45	O=C(NC1C2CC3CC(C2)CC1C3)C1CC1 (centres undefined)
46	O=C1CC(c2ccccc2)CC(O)=C1C=NCc1ccc(Cl)cc1 (centres undefined)
47	Cc1ccc(-c2noc(C3CCCN(S(=O)(=O)c4ccc(S(=O)(=O)N(C)C)cc4)C3)n2)o1 (centres undefined)
48	Cc1ccc(-n2nnc3c(=O)n(CC(=O)N4CCC(C)CC4)cnc32)cc1
entry no.,43,44,45,46,47,48
CYP2C9 act,0.1,1,1,0.9,0.2,0.9
CYP2C19 inhib,77*,9,34,29,21,28
MT1-MMP txn act,.,1.5,1.2,.,1.2,1.2
CD11b adhes enh,.,-4,-1,12,57,-3
PLAP activator,1.2,1.5,1,1,1.2,1
CD11b adhes inh,.,18,9,-10,-41,-18
CYP2C9 inh,93*,-4,0,14,82*,13
Pyk2 oligo antag,-1.4,-0.75,0.37,0.54,-0.01,0.01
CYP2C19 act,0.2,0.9,0.7,0.7,0.8,0.7

49	CS(=O)(=O)N(CCc1ccccc1)CC(=O)NCc1cccnc1
50	CCOc1ccc(CNC(=O)C(CC)n2nc(C)n3c(cc4occc43)c2=O)cc1OC (centres undefined)
51	O=C(c1cccc(-c2ccc(O)cc2)c1)N1CCOCC1
52	CCOC(=O)c1nnn(-c2nonc2N)c1CN1CCCCCC1
53	O=C(NC1CS(=O)(=O)CC1NCc1ccco1)c1ccccc1 (centres undefined)
54	CC(C)CSc1nc2c(c(=O)[nH]c(=O)n2C)n1CC(O)COc1cccc2ccccc12 (centres undefined)
entry no.,49,50,51,52,53,54
CYP2C9 act,0.6,0.3,1.1,1,0.9,0.8
CYP2C19 inhib,93*,20,-3,-2,26,43
MT1-MMP txn act,1.1,1.1,.,1.2,1.1,1.3
CD11b adhes enh,-1,10,-6,0,1,-1
PLAP activator,0.9,1.3,0.9,1.1,0.9,1.6
CD11b adhes inh,-16,-16,1,-1,15,-8
CYP2C9 inh,36,75*,-14,0,10,16
Pyk2 oligo antag,0.57,0.91,-0.18,0.1,0.22,-0.31
CYP2C19 act,0.1,0.8,1,1,0.7,0.6

55	O=C(NC1CCCc2ccccc21)C1CCC(CNc2c(N3CCOCC3)c(=O)c2=O)CC1 (centres undefined)
56	COc1cc(NC(=O)c2cccs2)c(C(=O)OCC(=O)NC(=O)NCc2ccccc2)cc1OC
57	N#Cc1cn(CC(=O)NCCc2c[nH]c3ccccc23)c2ccccc12
58	CC(C)OC(=O)CSc1nc(N)c(C#N)c(-c2cccs2)c1C#N
entry no.,55,56,57,58
CYP2C9 act,1.1,1,0.3,1
CYP2C19 inhib,-18,16,50*,23
MT1-MMP txn act,1.1,1.1,1.4,1.1
CD11b adhes enh,-5,37,-3,-1
PLAP activator,1.3,1,0.8,1.1
CD11b adhes inh,6,-43,11,-4
CYP2C9 inh,-5,-2,66*,3
Pyk2 oligo antag,.,-0.03,-0.45,-2.8
CYP2C19 act,1.2,0.8,0.5,0.8
